MEKK2 mut-MEK5: signal of MEK5 binding to mutant human MEKK2 PB1 domain. 0.35% of 290,000 active. bead flow cytometry, Alexa488-MEK5 binding to MEKK2 mutant. percent response, % at 10 µM; in the data active means percent response above about 24%, passing the limit was not always enough; further: inactives centre near 1; some results filed as inactive read as strong as hits; reference of the scale not given here
HCV NS3 hel inh: blocks Hepatitis C virus NS3 helicase unwinding | NS3 helicase DNA unwinding, Cy5 molecular beacon fluorescence | inhibition, % at 10.9 µM | 0.56% of 290,000 active | AID 1800;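 active means inhibition above the mean of all tested compounds plus 3 SD, set per campaign, cut at about 35% in these data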;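 further: 0% = DMSO wells and 100% = thioflavine S control wells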
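Assay system: hepatitis C virus NS3 helicase domain fragment enzyme. Also added: annealed dual-labelled DNA beacon duplex, ATP-started. Timing: 1 h reaction at 25 °C, ATP-initiated. Technique: Cy5 fluorescence at 0 and 60 min, beacon hairpin quenching. Evaluation: % inhibition of unwinding. Replication: one well per compound.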
SUMO HTRF inh: SUMOylation inhibition | HTRF SUMOylation assay, SAE1/SAE2 + UBC9, in vitro | inhibition, % at 35 µM | 0.36% of 290,000 active; in the data active means inhibition above about 50%, passing the limit was not always enough; inconclusive means no clear call, values can overlap the other calls; further: strong numbers were not always called active
GalR3 antagonist: blocks the human galanin receptor 3; O60755; HEK293 GalR3-CNG cAMP membrane potential fluorescence; galR3 body fused to GalR1 C-terminus; inhibition, % at 3 µM; 0.44% of 360,000 active; AID 651719;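 active means inhibition above the screen-wide average plus 3 SD, cut at about 13% in these data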;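 further: forskolin and galanin both at EC90 stimulate the cells; cAMP rise reported by CNG channel membrane potential dye signal; 0% = forskolin plus galanin with DMSO and 100% = forskolin alone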
Target sequence (O60755 1-299 limits assumed): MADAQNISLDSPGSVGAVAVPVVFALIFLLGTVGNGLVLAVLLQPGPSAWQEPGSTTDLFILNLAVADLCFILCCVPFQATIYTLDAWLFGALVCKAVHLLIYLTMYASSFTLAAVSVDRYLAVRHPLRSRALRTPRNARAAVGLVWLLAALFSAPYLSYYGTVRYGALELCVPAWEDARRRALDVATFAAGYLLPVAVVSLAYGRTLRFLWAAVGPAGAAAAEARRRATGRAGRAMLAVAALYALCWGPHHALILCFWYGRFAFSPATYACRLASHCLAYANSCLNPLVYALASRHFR
MEKK2wt PB1 HTS: raises or lowers MEK5 binding to wildtype human MEKK2 PB1 domain; Q9Y2U5; bead flow cytometry, Alexa488-MEK5 binding to MEKK2 WT; actives lie on both sides; binding response (% of control), % at 10 µM; 1.1% of 290,000 active; in the data active means binding response below about 67% or above about 130%; inconclusive means no clear call, values can overlap the other calls; inactive means in between
MEKK3 PB1 HTS: raises or lowers MEK5 binding to the human MEKK3 PB1 domain. 1.4% of 290,000 active. Q99759. binding response (% of control), % at 10 µM. bead-based flow cytometry, Alexa488-MEK5 binding to MEKK3; actives lie on both sides; 0 = blocked by unlabeled MEK5, 100 = vehicle;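 active means binding response more than 3 SD above or below the average of its plate-row segment, actives on both sides; inconclusive means wells at one plate position flagged as instrument error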;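 further: Alexa488 bead fluorescence after subtracting the streptavidin-only scavenger bead signal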
Target sequence (Q99759 whole entry, looked up, the tested form may be a part): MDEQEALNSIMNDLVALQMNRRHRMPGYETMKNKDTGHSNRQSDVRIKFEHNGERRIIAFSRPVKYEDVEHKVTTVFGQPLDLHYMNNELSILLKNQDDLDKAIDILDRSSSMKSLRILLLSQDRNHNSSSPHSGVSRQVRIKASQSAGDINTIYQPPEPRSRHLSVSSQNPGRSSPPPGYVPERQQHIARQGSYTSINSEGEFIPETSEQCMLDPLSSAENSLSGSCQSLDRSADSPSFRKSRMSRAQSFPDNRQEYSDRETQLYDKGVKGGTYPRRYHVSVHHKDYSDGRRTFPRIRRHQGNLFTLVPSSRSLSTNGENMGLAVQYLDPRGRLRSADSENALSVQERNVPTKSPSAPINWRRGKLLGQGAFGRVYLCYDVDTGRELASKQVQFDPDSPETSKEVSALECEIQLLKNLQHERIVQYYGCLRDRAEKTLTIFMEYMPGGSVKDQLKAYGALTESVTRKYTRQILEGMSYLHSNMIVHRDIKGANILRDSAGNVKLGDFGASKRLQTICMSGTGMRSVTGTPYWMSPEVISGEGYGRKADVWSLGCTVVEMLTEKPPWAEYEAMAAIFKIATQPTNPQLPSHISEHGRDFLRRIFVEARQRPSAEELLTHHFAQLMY
CRFR2-BP antag: antagonists of CRF-binding protein/CRF-R2 receptor complex; AID 588475; HEK293 CRF-R2/CRF-BP, CRF-induced calcium fluorescence; inhibition, % at 11.8 µM; 0.59% of 350,000 active;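 active means inhibition of the ligand-induced calcium signal above about 50% at the single tested concentration, limit read from the data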
DNA FID counter: fluorescent intercalator displacement, NS3 helicase counter-screen; inhibition, % at 7.9 µM; 0.17% of 290,000 active; AID 1845; DNA fluorescent intercalator displacement, fluorescence; in the data active means inhibition above about 37%;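 further: 0% = vehicle and 100% = reference compound; higher means more ethidium bromide displaced from hairpin DNA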
CRFR2-BP ag: CRF-BP/CRF-R2 complex agonism. HEK293 CRF-R2/CRF-BP, calcium dye fluorescence (FLIPR); percent of saturating CRF peptide response. activation, % at 13.2 µM. 0.46% of 350,000 active;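 active means activation of at least 50%, plus an integration ratio under a set limit after plate pattern correction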;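 further: plate controls were neutral control wells without compound for no effect and CRF at EC100 for full effect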
* marks the source's active call; other numbers are inactive results; ? = inconclusive; nt = not tested or not shown. This is a subset. The share of hits here may be higher or lower than overall.

[1] Cc1ccc(NC(=O)NC(=S)NC(=O)c2ccccc2)cc1
[2] O=C(CN1C(=O)/C(=C\c2ccco2)SC1=S)Nc1ccc(O)cc1C(=O)O
[3] CN(C)S(=O)(=O)c1cccc(NC(=O)Cc2ccsc2)c1
[4] COc1ccc(NC(=O)N2CCCC(CCC(=O)N(C)CCc3ccccn3)C2)cc1 (stereo not drawn)
[5] Cc1ccc(NC(=S)N(CCCN2CCN(C)CC2)Cc2cccs2)cc1
[6] Brc1cccc(OCCN2CCc3ccccc3C2)c1
[7] CC1CCCC(N2CCN(C(=O)c3ccc([N+](=O)[O-])cc3)CC2)C1 (stereo not drawn)
[8] COc1ccc(-n2nnnc2SCC(=O)Nc2cccc(C)n2)cc1OC
Assay by compound	1	2	3	4	5	6	7	8
GalR3 antagonist	-5	-7	-10	-3	2	-4	-9	-4
MEKK2wt PB1 HTS	102	91	95	95	89	103	109	92
MEKK2 mut-MEK5	6	-1	-3	-6	-2	-1	14	-7
SUMO HTRF inh	-8	82*	-2	1	4	-11	22	7
MEKK3 PB1 HTS	100	97	104	86	94	95	108	91
CRFR2-BP antag	-37	-8	-3	-11	-3	-5	-6	21
DNA FID counter	1	17	-5	-23	6	13	5	-11
CRFR2-BP ag	0.5	1.2	0.4	0.6	3.5	-0.2	-0.7	-0.4
HCV NS3 hel inh	11	31	-7	1	2	-19	-8	-1

[9] Cc1ccc(C(=O)NCC(=O)NCCCc2ccccc2)s1
[10] C=CCN(C(=O)CNS(=O)(=O)c1ccccc1)C(C(=O)NCCOC)c1cccnc1 (stereo not drawn)
[11] Nc1ccc(-c2nc3ccccc3s2)cn1
[12] N#C/C=C(/N)c1ccc(Br)cc1
[13] N#C/C(=C/c1cc[nH]c1)C(N)=S
[14] COC(=O)CNC(=O)c1cccc(Cl)c1
[15] O=C(O)c1ccc(COc2c(F)c(F)cc(F)c2F)cc1
[16] Cc1cc(C(=O)NCc2cccnc2)no1
Assay by compound	9	10	11	12	13	14	15	16
GalR3 antagonist	-9	-4	-8	0	0	-3	1	-6
MEKK2wt PB1 HTS	97	109	103	115	92	102	97	97
MEKK2 mut-MEK5	1	13	0	12	-1	1	3	2
SUMO HTRF inh	5	16	-6	-4	18	3	6	1
MEKK3 PB1 HTS	101	105	103	114	101	102	103	97
CRFR2-BP antag	-12	-8	-1	4	-3	2	15	28
DNA FID counter	-15	-8	-5	-1	-2	0	-2	1
CRFR2-BP ag	-0.1	-0.8	-0.8	-3.0	-2.8	-0.2	0.5	0.3
HCV NS3 hel inh	0	-9	3	8	0	0	13	2

[17] O=C(NCCc1cnc[nH]1)c1cccs1
[18] CN(CC(=O)N1CCN(c2ccc(F)cc2)CC1)S(=O)(=O)c1ccc2c(c1)c(=O)n(C)c(=O)n2C
[19] CCN(CC)S(=O)(=O)c1ccc(NC(=O)c2cccc3c2C(=O)N(CCOC)C3)cc1
[20] Cc1cccc(OCC(=O)O/N=C(\N)Cc2ccc([N+](=O)[O-])cc2)c1
[21] CC1CCN(S(=O)(=O)c2csc(C(=O)Nc3ccccc3)c2)CC1
[22] O=C(/C=C\Nc1ccccc1Br)c1ccc2c(c1)OCO2
[23] Cc1ccc(OCc2ccc(C(=O)Nc3nccs3)o2)cc1C
[24] S=c1[nH]nc(-c2cccs2)n1Cc1ccccc1
Assay by compound	17	18	19	20	21	22	23	24
GalR3 antagonist	-5	-4	1	2	1	0	-8	4
MEKK2wt PB1 HTS	107	86	108	100	94	96	111	98
MEKK2 mut-MEK5	2	-9	0	3	-1	-1	6	-2
SUMO HTRF inh	16	32	6	2	-10	-9	-3	18
MEKK3 PB1 HTS	105	100	132*	99	98	99	112	101
CRFR2-BP antag	7	9	7	5	-5	-11	-3	7
DNA FID counter	-1	-2	1	2	-15	-7	-8	-3
CRFR2-BP ag	-1.4	-1.5	0.3	1.5	0.0	0.8	0.2	-5.5
HCV NS3 hel inh	2	2	12	1	0	-13	1	-14

[25] O=C(CCCCCN1C(=O)c2cccc3cccc(c23)C1=O)NCc1ccco1
[26] CCC(C)NC(=O)CSc1nnc(-c2cc(-c3ccc(C)cc3)nc3ccccc23)n1N (stereo not drawn)
[27] Cc1ccc(NC(=O)C2CCCN(S(=O)(=O)c3cnc[nH]3)C2)cc1F (stereo not drawn)
[28] COc1ccc2nc(C)c3cc(C)oc3c2c1
[29] COc1ccc(NC(=O)CS(=O)CC(=O)NCc2cccc(C(F)(F)F)c2)cc1 (stereo not drawn)
[30] S=C(Nc1ccc2nc(-c3ccccn3)c(-c3ccccn3)nc2c1)N1CCCCC1
[31] COc1ccccc1CNC(=O)[C@H](Cc1c[nH]c2ccccc12)NC(=O)[C@@H]1Cc2ccccc2CN1
[32] Cc1ccc(CNC(=O)Cn2c(=O)n(CC(=O)N3CCCCC3)c(=O)c3sccc32)cc1
Assay by compound	25	26	27	28	29	30	31	32
GalR3 antagonist	-1	1	3	-1	-4	nt	1	3
MEKK2wt PB1 HTS	?	104	104	110	110	91	107	103
MEKK2 mut-MEK5	-46	4	4	2	4	-8	4	-1
SUMO HTRF inh	3	3	-8	2	7	69*	-8	-6
MEKK3 PB1 HTS	?	104	102	105	107	99	101	101
CRFR2-BP antag	6	7	-15	2	-5	-26	13	2
DNA FID counter	-5	-18	-2	4	-8	-11	7	-19
CRFR2-BP ag	-4.6	0.2	-0.5	-2.1	1.7	1.0	-1.4	-1.1
HCV NS3 hel inh	11	3	0	-2	5	-6	-107	-17

Three compounds from above, arranged by the value under MEKK3 PB1 HTS, largest number first:
entry	canonical_smiles	MEKK3 PB1 HTS
27	Cc1ccc(NC(=O)C2CCCN(S(=O)(=O)c3cnc[nH]3)C2)cc1F (stereo not drawn)	102
31	COc1ccccc1CNC(=O)[C@H](Cc1c[nH]c2ccccc12)NC(=O)[C@@H]1Cc2ccccc2CN1	101
30	S=C(Nc1ccc2nc(-c3ccccn3)c(-c3ccccn3)nc2c1)N1CCCCC1	99

(list continues)
[33] Cc1ccc(C(C)C)c(OCCN(C)C)c1
[34] CCN(CC)CCN(C(=O)C1=COCCO1)c1nc2ccc(C)cc2s1
[35] Nc1ccc(-c2nnc(-c3ccccc3)o2)cc1
[36] CCSc1nnc(NC(=O)CSc2sc3c(O)cc(=O)[nH]c3c2C#N)s1
[37] CCOc1cc(CN2CCN(C(=O)c3ccco3)CC2)ccc1OC
[38] O=C(NCc1ccccc1)c1ccc(NC(=O)c2ccccc2F)cc1
[39] Cc1ccc2nc(Br)c3c(c2c1)OC(CBr)C3 (stereo not drawn)
[40] CNc1nc(Nc2ccc(C(C)=O)cc2)nc(OC(C(F)(F)F)C(F)(F)F)n1
Assay by compound	33	34	35	36	37	38	39	40
GalR3 antagonist	-6	-3	-7	-7	-5	-3	-1	-2
MEKK2wt PB1 HTS	107	122	109	102	102	104	109	106
MEKK2 mut-MEK5	1	12	11	4	4	4	2	13
SUMO HTRF inh	-16	-5	14	32	17	8	10	-15
MEKK3 PB1 HTS	104	105	107	101	106	104	107	109
CRFR2-BP antag	-1	4	34	14	-10	17	12	15
DNA FID counter	10	15	-5	-17	-9	-15	-4	-7
CRFR2-BP ag	-0.2	-0.1	-1.1	0.2	-0.7	-9.4	-0.8	-0.4
HCV NS3 hel inh	2	-31	16	18	-2	-9	-10	-44

[41] CC1CN(S(=O)(=O)N(C)C)CCN1S(=O)(=O)N(C)C (stereo not drawn)
[42] CC(C)(C)c1nnc(NC(=O)c2ccc(Cl)nc2)s1
[43] O=C(CCNC(=O)c1ccc([N+](=O)[O-])cc1)Nc1nccs1
[44] CC1=NN(c2ccccc2)C(=O)/C1=C\c1cc(C)n(-c2ccccc2)c1C
[45] CSC1=NCCN1C(=O)Cc1cccs1
[46] COc1ccccc1N1CCN(C(CNS(=O)(=O)c2ccc(C)cc2)c2cccnc2)CC1 (stereo not drawn)
[47] c1nc(N2CCOCC2)c2c3c(sc2n1)CCCC3
[48] CCC1=NN2C(=N)/C(=C\c3cccn3-c3ccc(OC)cc3)C(=O)N=C2S1
Assay by compound	41	42	43	44	45	46	47	48
GalR3 antagonist	-7	2	-5	-5	-5	-3	-5	-2
MEKK2wt PB1 HTS	104	98	111	120	109	127	96	104
MEKK2 mut-MEK5	13	-2	0	15	5	10	-4	-1
SUMO HTRF inh	12	-4	-7	2	-16	12	8	16
MEKK3 PB1 HTS	101	100	118	106	113	97	96	106
CRFR2-BP antag	1	-9	1	-23	8	-7	-9	19
DNA FID counter	-4	0	2	-1	-1	-22	-8	-48
CRFR2-BP ag	2.1	1.3	2.0	-1.1	-0.8	-0.7	-1.9	-0.4
HCV NS3 hel inh	5	6	9	-4	-3	-7	-1	29

[49] CCOC(=O)NC(=O)c1cn(N(C)c2ncc(C(F)(F)F)cc2Cl)c(=O)[nH]c1=O
[50] C/C(CC(=O)Nc1ccc2c(c1)OCCO2)=N\NC(=O)COc1ccccc1
[51] COc1ccc(Cl)cc1NC(=O)CN(C1CCCCC1)S(C)(=O)=O
[52] CC(C)(C)Nc1nc(SCc2ccccc2)nc(N2CCOCC2)n1
[53] CCCCSc1nc(C)c(C(C)=O)cc1C#N
[54] CCC1(C)Cc2ccccc2-c2nc(-c3ccccc3)oc(=O)c21 (stereo not drawn)
[55] CCc1ccc(-c2cc(C(=O)N/N=C/c3c[nH]c4ccccc34)[nH]n2)cc1
[56] CSc1cccc(NC(=O)Nc2nc3c(C)cccc3s2)c1
Assay by compound	49	50	51	52	53	54	55	56
GalR3 antagonist	-5	-8	-4	-5	-1	-1	-7	-11
MEKK2wt PB1 HTS	103	102	93	110	103	103	104	96
MEKK2 mut-MEK5	0	4	1	1	5	1	-1	3
SUMO HTRF inh	17	16	-4	-1	3	-17	-30	5
MEKK3 PB1 HTS	108	97	100	103	103	99	110	103
CRFR2-BP antag	0	7	-20	-44	24	-16	-6	14
DNA FID counter	-8	-17	-24	-24	-11	-2	6	4
CRFR2-BP ag	1.7	-0.7	-2.4	-0.5	-1.4	2.8	0.9	-1.1
HCV NS3 hel inh	2	-1	-4	-13	0	14	3	2

Screening data: PubChem BioAssay, several laboratories
